# Wnt bcat act – activates Wnt/beta-catenin signaling in a reporter cell assay | activator, plate reader | activation, % at 9.35 µM | AID 743398 | 300,000 compounds, 1.2% hits; in the data active means activation above about 30%, passing the limit was not always enough; inconclusive means no clear call, values can overlap the other calls;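 further: 0% = neutral control wells and 100% = positive control wells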
# SR-BI HDL uptake – inhibitors of mouse SR-BI mediated HDL lipid uptake; Q61009; ldlA[mSR-BI] CHO cells, DiI-HDL uptake fluorescence, 3 h; inhibition, % at 12.5 µM; 320,000 compounds, 0.96% hits; AID 488896;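 active means mean replicate inhibition of at least 70% and a set share of replicates each scoring 70 or more; inconclusive means meets just one of the two criteria; inactive means fails both criteria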;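 further: 0% = median of neutral control wells and 100% = median of positive control wells; values of inactives mirror those of a sister screen read the other way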
# MITF TRPM1 HTS – activators of MITF-driven TRPM1 promoter activity in SK-MEL-5 cells | SK-MEL-5 TRPM1-promoter luciferase, 24 h; % of positive control, neutral wells = 0 | activation, % at 12.5 µM | 300,000 compounds, 0.75% hits | AID 588334;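 active means mean activation of at least 80% with every replicate also reaching 80%; inconclusive means mean reaches 80% but some replicate falls short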;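 further: 0% = neutral control wells and 100% = parthenolide positive control wells; values of inactives mirror those of a sister screen read the other way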
# PvdQ inh – P. aeruginosa PvdQ acylase inhibition; purified PvdQ acylase, fluorescence plate reader; inhibition, % at 10 µM; 340,000 compounds, 0.063% hits; AID 488965; in the data active means inhibition above about 30%, passing the limit was not always enough; inconclusive means no clear call, values can overlap the other calls;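 further: 0% = vehicle neutral wells and 100% = reference inhibitor wells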
# HTR5A inv ctr – inverse agonist of human HTR5A in OPRM1-OPRD1 counter-screen; AID 504634; P47898; HTR5A cell line, luminescence, inverse agonism; 340,000 compounds, 0.083% hits; inhibition, % at 9.3 µM; in the data active means inhibition mostly above about 23%, no sharp cut-off; inactive means mostly below about 18%;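 further: 0% = cells with DMSO and 100% = no-cell wells with DMSO; some compounds called inactive have numbers as strong as hits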
# Target sequence (P47898 whole entry, looked up): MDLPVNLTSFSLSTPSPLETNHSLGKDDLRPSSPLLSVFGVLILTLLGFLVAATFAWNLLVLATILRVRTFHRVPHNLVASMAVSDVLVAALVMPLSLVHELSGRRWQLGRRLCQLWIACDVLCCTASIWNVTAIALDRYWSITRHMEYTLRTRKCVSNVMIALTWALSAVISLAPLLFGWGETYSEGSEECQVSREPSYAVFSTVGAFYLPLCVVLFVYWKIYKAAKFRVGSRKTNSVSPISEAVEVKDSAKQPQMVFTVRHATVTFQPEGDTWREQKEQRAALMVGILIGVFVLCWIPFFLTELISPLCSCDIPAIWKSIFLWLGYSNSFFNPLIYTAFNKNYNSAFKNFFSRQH
# NSD2 HMT inh – blocks human histone methyltransferase NSD2. 310,000 compounds, 0.54% hits. inhibition, % at 12.5 µM. NSD2 peptide methylation, AlphaScreen, 120 min. O96028; in the data active means inhibition above about 50%
# CDK5 inh – CDK5/p35 (human) kinase inhibition | Q00535+Q15078 | Recombinant CDK5/p35, ADP-Glo luminescence, 60 min | inhibition, % at 10 µM | 330,000 compounds, 0.01% hits | AID 488839;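 active means highest replicate inhibition of at least 50% and at least 75% of replicates reaching 50%; inconclusive means only one of the two criteria met; inactive means both criteria failed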;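 further: plate controls were DMSO neutral control for no effect and GW8510 at 10 µM for full effect; many of its hits are not listed in these tables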
# V-ATPase pHluor – yeast V-ATPase proton transport regulation by pHLuorin. S. cerevisiae, pHLuorin cytosolic pH fluorescence. response, % at 10 µM. 350,000 compounds, 0.37% hits. AID 504577; in the data active means response mostly above about 7.3%, no sharp cut-off; inactive means mostly below about 5.4%; further: actives read high; inactives centre near 0; some compounds called inactive have numbers as strong as hits; reference of the scale not given here
# HTR5A ag – activates human HTR5A in OPRM1-OPRD1 agonist counter-screen. P47898. HTR5A agonist assay, luminescence, cell-based. activation, % at 9.3 µM. 340,000 compounds, 0.61% hits; in the data active means activation mostly above about 9.5%, no sharp cut-off; inactive means mostly below about 7.6%;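 further: 0% = cells with vehicle only and 100% = reference agonist; strong numbers were not always called active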
# dFosB activator – activators of mouse delta FosB homodimer; purified delta FosB, TAMRA-CDK5 oligo fluorescence polarization; percent of positive-control signal above neutral wells; AID 493131; activation, % at 25 µM; P13346; 340,000 compounds, 0.99% hits;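 active means mean activation above about 17%, with every replicate also reaching it, limit read from the data, passing the limit was not always enough; inconclusive means only one of the two conditions met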;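 further: fluorescence polarization rise as delta FosB binds a TAMRA Cdk5 AP-1 oligo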
# Target sequence (P13346 whole entry, looked up): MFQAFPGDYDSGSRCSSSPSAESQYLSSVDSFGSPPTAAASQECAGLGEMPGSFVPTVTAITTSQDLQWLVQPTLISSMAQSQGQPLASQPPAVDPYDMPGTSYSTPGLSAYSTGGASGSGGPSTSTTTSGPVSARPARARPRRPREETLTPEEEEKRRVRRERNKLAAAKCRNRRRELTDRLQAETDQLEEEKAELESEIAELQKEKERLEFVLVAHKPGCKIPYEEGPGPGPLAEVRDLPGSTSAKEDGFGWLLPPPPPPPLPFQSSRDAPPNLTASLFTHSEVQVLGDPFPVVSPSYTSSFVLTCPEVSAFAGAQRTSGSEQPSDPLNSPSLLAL
# An asterisk follows results filed as active; ? = inconclusive; / = no result given; & = joins results of further samples.
SMILES,Wnt bcat act,SR-BI HDL uptake,MITF TRPM1 HTS,PvdQ inh,HTR5A inv ctr,NSD2 HMT inh,CDK5 inh,V-ATPase pHluor,HTR5A ag,dFosB activator
COC(=O)CSc1nc2cc3c(cc2cc1C#N)OCO3,/,7,79,-8,2,0,2.0,-5,-1,-10
CCOC(=O)c1sc2ncnc(NCc3ccco3)c2c1C,/,21,3,-8,-13,1,0.7,7,5,-18
CCS(=O)(=O)N1CCN(c2ccc([N+](=O)[O-])c(NCc3ccccc3)c2)CC1,/,55,/,5,17,2,0.9,-5,2,-5
Cc1oc2ccc(OC(=O)COc3c(F)c(F)c(F)c(F)c3F)cc2c1C(=O)OC(C)C,3,-3,37,-5,-36,/,-1.0,-1,0,4
COc1ccc(CCN(C)C(=O)CN2C(=O)NC3(CCCc4ccccc43)C2=O)cc1OC (centres undefined),1,23,12,-3,-9,/,0.9,-4,4,-8
COc1ccc(CNC(=O)Cc2c[nH]c3ccccc23)cc1OC,0,-16,1,22,8,-3,-0.3,0,-2,0
COc1ccc(OCc2cc(=O)c3ccc4c(c3o2)C=CC(C)(C)O4)cc1OC,0,-18,-3,-15,-9,/,-1.7,-1,2,-4
COc1ccc(N2CCN(C(=O)COC(=O)c3ccc(C)o3)CC2)cc1,-2,-19,3,-4,12,1,1.7,0,-5,-1
O=C(Nc1cccc(C(=O)O)c1)/C(=C/c1ccccc1)NC(=O)c1cccc(Br)c1,3,-9,/,-6,33,4,-2.2,9,-6,-6
Cc1cc(C(=O)Nc2nnc(C3CC3)s2)c(C)s1,-6,9,?,-13,-3,2,1.2,4,1,-24
CCOC(=O)C1=C(CC)Nc2ccccc2N=C1NC(=O)c1ccc(S(=O)(=O)N(C)C)cc1,5&-1,3,-9,1,-20,-2,0.5,-3,2,-16
CN(N=Nc1nc[nH]c1C(=O)NN)C1CCCCC1,-1,-11,-1,-15,0,1,-0.1,9,0,-10
O=C(CCc1ccc(O)c(O)c1)NNC(=S)Nc1ccc(Br)cc1Cl,-2,7,3,11,/,14,1.6,4,/,-3
NS(=O)(=O)c1cccc(NC(=O)c2cccc(Oc3ccccc3)c2)c1,-2,/,0,-6,-3,-3,-0.7,1,0,0
FC(F)(F)c1ccc(N2CCOCC2)c(Nc2nc3ccccc3n3cnnc23)c1,-4,13,9,-6,31,-1,-3.1,-1,6,-9
O=C(O)c1ccc(CNC(=O)c2ccc(C(F)(F)F)cc2)cc1,-1,-5,-22,-17,14,0,-2.2,2,-5,-8
COc1ccc(C(=O)OCC(=O)Nc2cc(S(=O)(=O)N3CCOCC3)ccc2N2CCCC2)cc1,-1,-16,5,-18,-19,0,-2.4,6,-2,-19
COc1ccc(OC)c(C(O)c2nc3ccccc3n2C(C)C)c1 (centres undefined),/,5,-2,2,-3,1,-1.2,4,-5,-1
Cc1noc(C)c1C(c1ccccc1)S(=O)(=O)c1ccccc1 (centres undefined),/,6,-8,-17,0,-2,0.0,0,0,0
COc1cccc(-c2ccc3nnc(SCC(=O)N4CCCC4)n3n2)c1,-3,5,-7,-3,3,1,0.0,-6,3,-30
CCOc1ccc(C(=O)c2cnc3ccccc3c2N2CCN(CC)CC2)cc1,0,0,14,-6,10,/,0.3,-1,-4,-4
COc1ccc(C(C)NC(=S)NCc2ccc(F)cc2)cc1 (centres undefined),1,5,-6,1,11,-1,-1.9,-2,-5,0
Cc1ccc(C(=O)NCc2ccc3c(c2)OCO3)cc1Cl,0,-1,/,-11,-1,-1,2.8,-3,0,-4
O=C(c1cnn(-c2ccccc2)c1)c1ccccc1O,?,-1,43,5,-3,-7,0.9,2,1,-7
COc1ccc(/C=N/Nc2nc3ccccc3o2)cc1O,62*,18,-13,4,4,3,7.6,-3,1,-5
O=C(O)CCSc1nnc(-c2cccnc2)n1-c1ccccc1,0,1,7,-13,1,-3,-2.3,1,4,-6
CN(C(=O)COC(=O)c1cc2c(s1)CCCCC2)c1ccccc1,-1,1,13,2,23,-1,0.7,2,6,-16
O=C(Nc1ccc(N2C(=O)C3C4C=CC(C4)C3C2=O)cc1)Nc1nnc(C(F)(F)F)s1 (centres undefined),-8,-8,/,-16,11,/,1.3,2,-4,4
CN(C)S(=O)(=O)c1cccc(CSc2cccc[n+]2[O-])c1,/,6,-13,3,26,13,0.2,3,-4,3
Cc1csc(=O)n1CCC(=O)OCC(=O)Nc1ncc(Cl)cc1Cl,-3,-17,-18,-12,11,3,-1.9,-1,-4,-5
COc1ccc(C)cc1NC(=O)C(NC(=O)c1cc(OC)c(OC)c(OC)c1)C(C)C (centres undefined),2,6,-6,-5,1,2,1.9,-1,0,-11
O=C(/C=C/Nc1ccc(Nc2ccccc2)cc1)c1cccs1,-2,44,67,9,4,2,1.6,2,-2,-7
CC(=O)Nc1ccc(S(=O)(=O)N2CN(c3ccc(C)cc3)c3nc4ccccc4nc32)cc1,-3,11,-1,-5,26,-2,0.9,2,-5,5
C=C(C)[C@H]1CC=C(C)/C(=N/NC(=O)CNc2ccccc2OC)C1,-2,27,12,-7,16,6,-1.0,0,1,-10
Cc1ccc(S(=O)(=O)N2CCSC2C(=O)O)cc1 (centres undefined),/,-6,/,0,-9,-3,-2.3,-2,3,-5
COc1ccc(OCCC(=O)NC2=NCCS2)cc1,6,6,8,-13,2,-2,-1.9,1,0,1
O=C(COc1ccc(Br)cc1CO)Nc1ccc(S(=O)(=O)N2CCCC2)cc1,1,14,12,-4,-14,0,-1.3,6,-2,-3
Cc1cccc(Nc2nnc(SCC(=O)N(C)C3CCS(=O)(=O)C3)s2)c1C (centres undefined),-3,-3,-3,-15,22,-1,-0.1,-3,-6,-8
COc1cc(NC(=S)NC(=O)c2cc(C)cc(C)c2)ccc1NC(=O)c1cccs1,/,57,35,6,5,5,4.4,10,-7,3
O=C(COC(=O)Cc1ccc(Br)cc1)NCc1cccs1,-5,-20,5,-8,4,-1,-1.4,-4,-1,-2
COCCNC(=O)CSc1nc2scc(-c3ccccc3)c2c(=O)[nH]1,3,-1,-13,-6,2,0,-2.1,13,-1,-15
COC(=O)c1sc(NC(=O)COc2cccc3ccccc23)nc1C,-13,-19,18,-7,2,0,/,2,-4,13
Cc1ccc(S(=O)(=O)C2(C(=O)N3CCN(C4CCCCC4)CC3)CC2)cc1,/,7,-1,-8,-6,7,2.1,-1,0,-7
O=C(OCC(=O)N1N=C(c2ccc(Cl)cc2)CC1c1ccco1)c1cncc(Br)c1 (centres undefined),3,29,7,-12,-15,1,-0.3,-4,4,-15
CN1C(C(=O)NCCc2cccs2)CC2Cn3c(nc4cc(Cl)c(Cl)cc43)C21 (centres undefined),-3,-52,-1,-12,-21,/,2.0,-1,-3,1
CCC(C(=O)Nc1ccccc1-c1ccccc1)c1ccccc1 (centres undefined),/,38,5,-2,-5,-4,-0.7,-1,-1,-3
COc1ccccc1N1CCN(C(=O)C2CCN(S(=O)(=O)c3ccc(F)cc3)CC2)CC1,/,10,/,-15,-4,1,0.4,3,1,-10
Nc1cc(Oc2ccc(F)cc2F)cc([N+](=O)[O-])c1,-5,-14,29,1,27,0,-1.1,3,3,-3
Cc1ccc(NC(=O)[C@@H]2CCCN2S(=O)(=O)c2ccccc2C(F)(F)F)cc1S(=O)(=O)N1CCOCC1,/,1,-3,2,-1,-2,-0.1,-3,2,-5
COc1cc(C(=O)Nc2cc(S(=O)(=O)N3CCOCC3)ccc2N2CCOCC2)cc(OC)c1C,-4,-21,22,-5,15,22,0.7,-1,4,-2
CC(/C=C/c1ccccc1)=N/NC(=O)CNC(=O)c1ccc2c(c1)OCO2,/,-15,-11,-3,-4,-7,-1.7,-1,2,-4
Cc1nn(Cc2cccc(C(=O)NCC(C)C)c2)c(C)c1Br,2,31,-3,-11,-5,-4,-1.3,2,5,-6
Cc1cc(=O)[nH]c(N)n1,2,-12,7,-18,-17,-2,1.3,0,6,4
CNS(=O)(=O)c1ccc(Oc2ccc(S(=O)(=O)NC)cc2)cc1,3,-4,-20,5,3,1,1.3,2,1,5
O=C1/C(=C\c2ccc(Br)o2)Cc2ccccc21,41*,-7,12,-1,-15,2,/,0,1,-4
Cc1cc(C)n2c(SCC(=O)N3CCN(S(=O)(=O)c4ccc(Cl)cc4)CC3)nnc2n1,/,-37,-3,-1,-25,3,-0.8,-6,2,-9
CC1CCCC(C)N1C(=O)COC(=O)C12CC3CC(CC(Cl)(C3)C1)C2 (centres undefined),1,-17,7,-7,13,-7,-0.3,-1,-3,-5
CC1CCCCN1CCNC(=O)C1CCN(S(=O)(=O)N2CCCCC2)CC1 (centres undefined),/,-6,1,18,-18,/,0.3,-1,8,9
CCCCN(C(=O)c1oc2ccc(OCC)cc2c1C)c1c(N)n(CCCC)c(=O)[nH]c1=O,-2,65,2,1,-8,-2,-2.5,0,3,-6
CCCNS(=O)(=O)c1ccc(OCC(=O)NCC2CCCO2)cc1 (centres undefined),-2,2,4,-15,7,2,-0.8,1,-3,0
# (cont.)
SMILES,Wnt bcat act,SR-BI HDL uptake,MITF TRPM1 HTS,PvdQ inh,HTR5A inv ctr,NSD2 HMT inh,CDK5 inh,V-ATPase pHluor,HTR5A ag,dFosB activator
COc1ccccc1/C=C/C(=O)NCC(=O)N/N=C/c1ccc2c(c1)OCO2,-10,16,37,-4,-8,3,-3.6,0,3,0
CN1CC(=O)NC1=NC(=O)C12CC3CC(CC(C3)C1)C2,/,-23,-11,12,-12,0,-1.4,-3,-2,-5
Cc1cccc(NC(=O)c2ccc(S(=O)(=O)N3CCCCC3)cc2)c1,-1,17,6,-5,7,-1,0.5,0,4,-5
COC(=O)c1cc2c(C)nn(C)c2s1,1,-3,-3,-5,-4,-3,1.3,-2,-1,0
CN1CCc2nc3ccc(Cl)cc3c(-c3ccccc3Cl)c2C1,-7,-17,-9,-16,15,0,-0.1,-1,-1,-5
Cc1cc(C)n2nc(SCc3nnc(-c4cccs4)o3)nc2n1,0,-9,-10,-22,4,-3,-6.2,6,-2,0
CCCN1C(=O)/C(=N\OCC(=O)Nc2ccc(C(C)C)cc2)c2ccccc21,-3,/,7,10,-1,6,-0.3,-3,0,-7
COc1ccc(CC(NC(C)=O)C(=O)NC2CCN(S(=O)(=O)c3ccc(NC(C)=O)cc3)CC2)cc1 (centres undefined),-2,-11,-6,5,-9,-2,-3.2,5,6,-3
Cc1ccc(C(=O)NNC(=O)CNc2cccc(Cl)c2)cc1,1,12,-11,-12,0,-1,-2.2,2,5,4
O=C(O)[C@H](Cc1ccccc1)NC(=O)N1CCN(c2ccccc2)CC1,3,-27,-1,-6,-12,/,0.3,-1,4,-5
CCOc1ccccc1NC(=O)c1ccc(OCC(=O)N2CCOCC2)c(OC)c1,1,31,8,-10,0,-1,2.1,2,1,-3
O=c1c(-c2ccco2)[n+]([O-])c2ccccc2n1OCc1ccccc1,/,41,-2,-8,10,4,0.8,6,5,-9

# Looked up by compound from above:
SMILES,Wnt bcat act,SR-BI HDL uptake,MITF TRPM1 HTS,PvdQ inh,HTR5A inv ctr,NSD2 HMT inh,CDK5 inh,V-ATPase pHluor,HTR5A ag,dFosB activator
Cc1cc(C)n2nc(SCc3nnc(-c4cccs4)o3)nc2n1,0,-9,-10,-22,4,-3,-6.2,6,-2,0
COC(=O)c1cc2c(C)nn(C)c2s1,1,-3,-3,-5,-4,-3,1.3,-2,-1,0

# From PubChem
